Assay outcomes as filed in PubChem BioAssay.
C-LANA FP = blocks KSHV LANA C-terminal domain binding to DNA; inhibition, % at 9 µM; MBP-C-LANA/FAM-LBS DNA binding, fluorescence polarization; AID 504423; 340,000 tested, 0.078% active;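 active = highest replicate inhibition at or above 60% at 9 µM, even if other replicates fall short; inactive = all replicates below 60% inhibition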;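 note: 0% = neutral control wells and 100% = 4 µM acridine orange control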
Cardiac RTF inh = cardiac RTF calcium desensitization; IANBD-labeled cardiac RTF, Ca2+ fluorescence; inhibition, % at 7.15 µM; 340,000 tested, 0.12% active; AID 493244;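 active = inhibition above the mean inhibition of all tested compounds plus 3 SD, cut at about 17% in these data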;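 note: assay run at fixed EC70 calcium of 1.6 mM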
Keap1-Nrf2 PPI = disrupts human Keap1 binding to Nrf2 peptide | inhibition, % at 9.4 µM | 340,000 tested, 0.15% active | Keap1 Kelch-Nrf2 peptide fluorescence polarization, 1536-well | Q14145; in the data active = inhibition above about 12%;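 note: human Keap1 Kelch domain with fluorescein labeled Nrf2 9mer peptide probe; 0% = neutral control wells and 100% = peptide positive control; higher means more block of Keap1 binding to Nrf2 peptide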
OPRM1-OPRD1 ag = OPRM1-OPRD1 heterodimerization agonism | P35372+P41143 | cells, luminescence | activation, % at 9.3 µM | 340,000 tested, 0.3% active | AID 504326; in the data active = activation above about 18%;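 note: 0% = vehicle-treated cells and 100% = reference agonist; values of inactives mirror those of a sister screen read the other way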
Target sequence (P35372 whole entry, looked up): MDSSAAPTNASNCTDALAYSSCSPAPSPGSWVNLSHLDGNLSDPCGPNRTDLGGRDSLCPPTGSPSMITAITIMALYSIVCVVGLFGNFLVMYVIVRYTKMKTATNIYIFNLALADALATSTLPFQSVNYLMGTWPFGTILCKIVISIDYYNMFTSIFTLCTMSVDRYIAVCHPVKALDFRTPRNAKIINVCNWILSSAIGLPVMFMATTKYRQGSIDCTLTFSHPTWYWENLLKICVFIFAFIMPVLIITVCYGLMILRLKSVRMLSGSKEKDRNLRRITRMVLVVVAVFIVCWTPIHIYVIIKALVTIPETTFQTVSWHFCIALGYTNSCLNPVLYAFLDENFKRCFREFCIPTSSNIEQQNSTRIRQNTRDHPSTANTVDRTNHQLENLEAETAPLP
Target sequence (P41143 whole entry, looked up): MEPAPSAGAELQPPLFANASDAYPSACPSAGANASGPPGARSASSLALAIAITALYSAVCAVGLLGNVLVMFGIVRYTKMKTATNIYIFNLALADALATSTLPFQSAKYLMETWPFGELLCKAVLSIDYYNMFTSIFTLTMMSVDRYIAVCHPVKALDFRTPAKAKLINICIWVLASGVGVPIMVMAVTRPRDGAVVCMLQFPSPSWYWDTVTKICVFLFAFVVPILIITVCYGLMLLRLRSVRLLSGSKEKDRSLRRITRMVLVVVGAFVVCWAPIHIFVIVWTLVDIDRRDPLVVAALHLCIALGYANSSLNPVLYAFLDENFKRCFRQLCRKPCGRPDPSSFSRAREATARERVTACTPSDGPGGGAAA
MOR-DOR inv ag = inverse agonists of human mu-delta opioid receptor heterodimerization | inhibition, % at 9.3 µM | 340,000 tested, 0.21% active | P35372+P41143 | cell-based MOR-DOR heterodimer luminescence, inverse agonism; in the data active = inhibition above about 22%, passing the limit was not always enough;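 note: 0% = cells with DMSO and 100% = wells without cells with DMSO; values of inactives mirror those of a sister screen read the other way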
HTR5A inv ctr = counter-screen for OPRM1-OPRD1 inverse agonists: human HTR5A inverse agonism; P47898; HTR5A cell line, luminescence; inhibition, % at 9.3 µM; 340,000 tested, 0.083% active; AID 504634; in the data active = inhibition mostly above about 23%, no sharp cut-off; inactive = mostly below about 18%;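 note: 0% = cells with DMSO and 100% = no-cell wells with DMSO; some compounds called inactive have numbers as strong as hits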
CAL PDZ FP = CAL PDZ (human) peptide binding inhibition | AID 602252 | inhibition, % at 24.9 µM | Q9HD26 | purified CAL PDZ, TMR-peptide fluorescence polarization, 1 h | 300,000 tested, 0.92% active;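 active = mean inhibition of at least 30% with at least half of replicates also reaching 30%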;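 note: 0% = DMSO neutral control and 100% = excess unlabeled competitor peptide PRC23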
HTR5A ag = activates human HTR5A in OPRM1-OPRD1 agonist counter-screen; P47898; HTR5A agonist assay, luminescence, cell-based; activation, % at 9.3 µM; 340,000 tested, 0.61% active; AID 504692; in the data active = activation mostly above about 9.5%, no sharp cut-off; inactive = mostly below about 7.6%;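 note: 0% = cells with vehicle only and 100% = reference agonist; strong numbers were not always called active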
cardiac RTF act = cardiac RTF calcium sensitization; 340,000 tested, 0.24% active; activation, % at 7.2 µM; P19429+P45379; IANBD-labeled TnC RTF fluorescence at EC20 calcium; 0% EC20 calcium, 100% full calcium;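 active = activation above the mean over all tested compounds plus 3 SD, cut at about 30% in these data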;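 note: rise in fluorescence read as greater calcium sensitivity of cardiac thin filaments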
V-ATPase pHluor = yeast V-ATPase proton transport regulation by pHLuorin; S. cerevisiae, pHLuorin cytosolic pH fluorescence; 350,000 tested, 0.37% active; AID 504577; response, % at 10 µM; in the data active = response mostly above about 7.3%, no sharp cut-off; inactive = mostly below about 5.4%; note: actives read high; inactives centre near 0; some compounds called inactive have numbers as strong as hits; reference of the scale not given here
* = called active by the depositor; . = no result given.

SMILES | C-LANA FP | Cardiac RTF inh | Keap1-Nrf2 PPI | OPRM1-OPRD1 ag | MOR-DOR inv ag | HTR5A inv ctr | CAL PDZ FP | HTR5A ag | cardiac RTF act | V-ATPase pHluor
O=C(c1ccco1)N1CCN(C(c2ccccc2F)c2nnnn2Cc2cccs2)CC1 (configuration not stated) | 0.6 | -6 | -4 | 4.0 | -24 | -13 | 0 | 0 | 0 | 1
O=S(=O)(c1ccc(Br)cc1)n1c(Cc2ccccc2)nc2ccccc21 | 1.3 | 0 | -5 | -0.9 | 6 | 13 | 0 | -2 | -3 | 0
Cn1c(=O)c2c(nc(CN3CCN(C(c4ccccc4)c4ccccc4)CC3)n2CC(N)=O)n(C)c1=O | -1.8 | -4 | -1 | . | . | . | . | . | -6 | .
O=C(C(=O)N1CCCCC1)c1c(-c2ccccc2)[nH]c2ccccc12 | -1.2 | -3 | 2 | -1.6 | 7 | -5 | -5 | 2 | -3 | -1
CC(=O)N1NC(=Nc2ccccc2)SC1(C)C | 0.8 | -1 | -2 | 3.3 | -15 | 10 | -2 | -4 | -1 | -1
Cc1cc(C)c(NS(=O)(=O)c2c(C(=O)N3CCOCC3)c(C)n(C)c2C)c(C)c1 | 0.9 | 1 | 1 | -0.3 | 1 | -4 | -5 | -2 | -9 | -1
Cc1ccc(CNC(=O)CSc2nc3ccccc3[nH]2)cc1 | -0.4 | 0 | -7 | -1.1 | 6 | 28 | -1 | -2 | 8 | -6
CCC(C)NC(=O)CN1C(=O)C(CC)Sc2ccccc21 (configuration not stated) | 0.0 | 0 | 2 | -2.9 | 15 | -1 | -1 | 0 | -2 | 3
COc1cc(OC)cc(-c2nn[nH]n2)c1 | -1.6 | -25 | -3 | -3.8 | 19 | 2 | 4 | -2 | -2 | 0
CC(C)(C)OC(=O)N1CCC[C@H]1c1nnc(SCC(=O)Nc2ccc(Br)cc2)o1 | 1.2 | -1 | -7 | -6.3 | 32 | 32 | -6 | -12 | 0 | -1

As entered above.
`Cn1c(=O)c2c(nc(CN3CCN(C(c4ccccc4)c4ccccc4)CC3)n2CC(N)=O)n(C)c1=O` | Keap1-Nrf2 PPI = -1
`Cc1ccc(CNC(=O)CSc2nc3ccccc3[nH]2)cc1` | HTR5A ag = -2
`O=C(c1ccco1)N1CCN(C(c2ccccc2F)c2nnnn2Cc2cccs2)CC1` (configuration not stated) | CAL PDZ FP = 0

(cont.)
SMILES | C-LANA FP | Cardiac RTF inh | Keap1-Nrf2 PPI | OPRM1-OPRD1 ag | MOR-DOR inv ag | HTR5A inv ctr | CAL PDZ FP | HTR5A ag | cardiac RTF act | V-ATPase pHluor
CCCCCCC(O)(c1ccccc1)C(CN1CCOCC1)c1ccccc1 (configuration not stated) | -1.2 | -2 | -1 | 5.7 | -27 | 15 | 1 | -4 | -1 | 0
CC1CC(C)CN(C(=O)CNS(=O)(=O)c2cccs2)C1 (configuration not stated) | 0.6 | 2 | 2 | -3.8 | 20 | -17 | -3 | 2 | -7 | -3
Cc1ccn(CCNC(=O)C2CCC(=O)N(Cc3ccc(Cl)cc3)C2)n1 (configuration not stated) | 1.5 | -5 | -2 | -2.9 | 15 | 17 | -1 | -2 | 3 | 0
Cn1ccc(C(=O)NC(=S)N2CCSCC2)n1 | 0.2 | 2 | 1 | -2.6 | 14 | 6 | 0 | -4 | -3 | 2
CC(=O)NC(Cc1ccc(C(C)C)cc1)C(=O)NC1CCN(C(=O)c2cccc(C)c2)CC1 (configuration not stated) | -1.4 | -9 | 0 | -2.1 | 11 | -5 | . | 3 | 1 | 0
Cc1nn(-c2ccccc2)c(Cl)c1/C=N/Nc1nc2ccccc2[nH]1 | 0.3 | 1 | -3 | 12 | -89 | -20 | -7 | 7 | 9 | 2
CCOc1ccc(-c2ccc(SCC(=O)NC3CCCCC3)nn2)cc1 | 1.9 | -2 | 0 | -2.9 | 15 | 5 | -3 | -3 | 3 | 0
COc1ccccc1NC(=O)Nn1cnnc1 | -1.8 | 8 | -2 | -2.3 | 13 | -15 | 0 | 6 | 0 | -1
Oc1ccc(C2=NN(c3ccccc3)C(c3ccc(F)cc3)C2)cc1 (configuration not stated) | -1.1 | -3 | -7 | 7.7 | -34 | 1 | 3 | 0 | 0 | 2
COc1ccccc1NC(=O)c1c(C)nc2ccccc2c1C(=O)O | 0.1 | 2 | -1 | -3.9 | 20 | -6 | 4 | 3 | -3 | -1
CC(NC(=O)CCSc1nc(-c2ccc3c(c2)OCO3)cc(C(F)(F)F)n1)c1ccccc1 (configuration not stated) | -0.5 | 3 | 0 | -4.3 | 26 | -24 | -5 | 3 | 4 | 4
CCc1ccc(Nc2nnc(SCC(=O)Nc3ccc(C(=O)O)cc3)s2)cc1 | 0.3 | 5 | -3 | -0.2 | 1 | -17 | -1 | 6 | -3 | -4
O=c1c2ccccc2c(C=NCCCN2CCOCC2)c(O)n1Cc1ccc2c(c1)OCO2 | -0.3 | -9 | -4 | -0.6 | 3 | -3 | -4 | 1 | 0 | -4
CCc1cccc(NS(=O)(=O)c2csc(C(N)=O)c2)c1 | -1.4 | 1 | -5 | 1.9 | -9 | 12 | -4 | -3 | 0 | 3
CCNC(=S)N(Cc1ccc2c(c1)OCO2)C1CC(=O)N(c2ccc(F)cc2)C1=O (configuration not stated) | 2.1 | -16 | -2 | 3.6 | -18 | 5 | -5 | -2 | 2 | 2
CC(=O)N1CCN(C(=O)COc2ccc(N(C)S(=O)(=O)c3cccs3)cc2)CC1 | 1.0 | -7 | -4 | -0.4 | 2 | -1 | . | 1 | 8 | 1
CC[n+]1ccc2cc(OC)c(OC)cc2c1Cc1ccc(OC)c(OC)c1 | 0.4 | -4 | 0 | -1.6 | 8 | 6 | -1 | -2 | 0 | 1
CCCC(=O)NCc1ccc2c(c1)cc(C)n2C | -0.4 | -7 | -3 | -2.5 | 13 | 18 | 0 | -5 | 6 | -1
CN(Cc1ncc[nH]1)C(=O)CC1C(=O)NCCN1Cc1c(F)cccc1Cl (configuration not stated) | -1.3 | -11 | 4 | -2.0 | 10 | -11 | 5 | 4 | 2 | 1
Cc1cc(C)c2c(-n3cccc3)c(C(=O)NNS(=O)(=O)c3ccc(Cl)cc3)sc2n1 | -0.5 | -4 | -1 | -0.2 | 1 | -6 | -9 | 3 | -3 | 2
Cc1oc(-c2ccccc2Cl)nc1CS(=O)CC(=O)NC1CC1 (configuration not stated) | -0.7 | -1 | -2 | -2.6 | 13 | 16 | -4 | -4 | 2 | -3
CCn1c(=O)c(C(=O)CN2CCc3ccccc32)c(N)n(Cc2ccccc2)c1=O | 0.5 | -10 | -3 | 0.8 | -5 | -2 | -13 | 1 | -1 | -1
COc1ccc(C2=NS(=O)(=O)N(C)C(C(=O)NCc3ccccn3)=C2)cc1 | 0.1 | -4 | -4 | -0.1 | 1 | -8 | -3 | 3 | -2 | -2
CC(CN1C(C)CCCC1C)OC(=O)c1cccc(Br)c1 (configuration not stated) | 0.5 | -2 | 5 | 0.5 | -2 | 12 | -3 | -3 | -5 | -1
Cc1ccc(N2CC(NC(=O)C3CC3)CC2=O)cc1 (configuration not stated) | 0.0 | -12 | -4 | -0.2 | 1 | -12 | -4 | 1 | 5 | -3
COc1cccc(OC)c1C(=O)Nc1nc2ccc(S(C)(=O)=O)cc2s1 | 0.1 | -15 | 1 | -1.0 | 6 | 2 | 4 | 0 | 2 | 4
Cc1c(NC(=O)c2nn3c(C(F)(F)F)cc(-c4ccccc4)nc3c2Cl)c(=O)n(-c2ccccc2)n1C | 1.4 | -19 | -3 | -1.3 | 9 | 9 | -4 | -2 | 1 | 2
O=c1c2ccccc2nc(SCc2cccc(F)c2)n1Cc1ccco1 | 3.0 | -1 | -1 | 4.3 | -22 | -7 | 1 | -3 | 3 | -2
C=CCn1c(-c2cccc(S(=O)(=O)N3CCOCC3)c2)n[nH]c1=S | 0.8 | -1 | 3 | -0.3 | 2 | -4 | -1 | -2 | 8 | -5
Cc1cccnc1NC(=O)c1cccc(S(=O)(=O)N2CCN(c3ccc(F)cc3)CC2)c1 | 1.2 | -2 | 1 | 1.0 | -7 | -3 | 2 | 1 | -6 | 1
Cc1cc(C)c(C#N)c(SCC(=O)Nc2cc(C)on2)n1 | -0.1 | 2 | 2 | -5.0 | 21 | -8 | . | 3 | -5 | 0
Cc1ccc(Cl)c(OCC(=O)OC(C)C(=O)NC2CC2)c1 (configuration not stated) | -1.4 | -14 | 2 | -1.0 | 6 | 12 | -3 | 5 | 3 | 1
CC1CC(NC(=O)Cc2ccc(Br)cc2)CC(C)(C)C1 (configuration not stated) | 2.2 | 11 | -5 | 2.0 | -12 | 2 | -3 | 1 | 1 | -1
Cc1ccc(S(=O)(=O)N(Cc2ccc(Cl)cc2)c2ccccc2C(=O)NCc2cccnc2)cc1 | 2.0 | 0 | 2 | -1.3 | 6 | -22 | -3 | 8 | 0 | 2
Cn1cccc1C(=O)OCC(=O)Nc1ccc2c(c1)OCO2 | 0.2 | 1 | -3 | -0.3 | 1 | 2 | -9 | -1 | 1 | 1
CC(C)C[C@@]12C(=O)N(c3cccc(Cl)c3)C(=O)N1[C@H](c1ccc(Cl)cc1)[C@@H]1C(=O)N(C3CCCCC3)C(=O)[C@@H]12 | 1.4 | -10 | -5 | 4.0 | -23 | 15 | 1 | -1 | 2 | 2
O=C(CSc1nnc(CNC(=O)c2c(F)cccc2F)o1)NCCc1ccccc1 | -0.2 | 1 | 1 | -0.9 | 5 | 3 | -5 | 0 | -1 | -2
COC(=O)CNC(=O)c1ccc2c(c1)S(=O)(=O)c1ccccc1C2=O | 0.4 | 1 | 1 | 0.6 | -3 | -19 | 2 | 7 | 1 | 1
O=C(OCC#CCSc1nnc(-c2ccccc2)o1)c1ccco1 | -0.8 | -9 | -2 | 0.1 | 0 | -14 | -4 | -1 | 8 | 4
CCOC(=O)c1c(N)c(C#N)cn1-c1ccccc1 | -2.0 | 2 | -5 | -2.2 | 12 | -19 | 0 | 1 | -3 | -5
COCCNc1cc(C)nc2c3c(C)cc(C)nc3nn12 | -0.5 | -8 | 1 | 0.4 | -2 | 5 | . | 2 | 2 | 7
COc1ccc(NC(=O)NCc2ccc(Cl)cc2)cc1 | 0.3 | -7 | -1 | -0.8 | 4 | 12 | 5 | 4 | 1 | -4
CCCCOC(=O)c1ccc(NC(=O)C(=O)NCCN(CC)CC)cc1 | 0.6 | 4 | 3 | -2.1 | 11 | 4 | -2 | -1 | 3 | -5
COc1ccc(Cl)cc1NC(=O)CN(C)C(=O)c1cc2c(s1)CCC(C)C2 (configuration not stated) | 0.7 | 4 | -2 | 2.7 | -14 | -9 | -3 | 3 | -14 | -3
c1ccc(Cn2c(CN3CCCC3)nc3ccccc32)cc1 | 5.8 | -1 | 8 | -1.4 | 7 | 6 | -2 | 1 | 2 | -3
CCC1(C)C2(C#N)C(N)=NC(OC)(OC)C12C#N (configuration not stated) | 1.4 | -4 | 0 | -1.4 | 7 | -3 | -4 | 1 | 3 | 2
CCOC(=O)c1ccccc1NC(=S)N1CCCCC1 | 0.0 | -5 | -2 | -1.3 | 8 | -5 | 5 | 2 | -3 | -3
